# UPR XBP1 act: adaptive UPR (XBP1) activation; AID 463104; CHO-XBP1 luciferase reporter, IRE1-XBP1 UPR activation, luminescence; percent of tunicamycin response, DMSO as zero; activation, % at 20 µM; actives 0.33% (n = 330,000);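 active means versus positive control, 20 µM dose yields 30% or more activation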;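 further: 100% = tunicamycin at 10 µg/mL and 0% = DMSO only wells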
#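 Signal: luciferase luminescence; Assay system: CHO-XBP1 luciferase reporter cells; Amount: one thousand reporter cells per well; Dosing: 20 µM single concentration, DMSO 1%; Benchmarks: high control tunicamycin 10 µg/mL final, low control DMSO vehicle only; Schedule: 6 h compound exposure at 37 °C, 5% CO2; Evaluation: percent activation relative to tunicamycin reference.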
# Jurkat NFkB inh: inhibitors of the PMA/ionomycin-induced NF-kB reporter in Jurkat cells; inhibition, % at 4 µM; PMA/ionomycin-induced NF-kB luciferase reporter, luminescence; actives 0.53% (n = 330,000); in the data active means inhibition above about 50%
# APJ ag: activates the human apelin receptor APJ; P35414; CHO-K1 APJ PathHunter beta-arrestin, luminescence; 0% DMSO wells, 100% apelin; activation, % at 20 µM; actives 0.11% (n = 330,000);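 active means activation more than six SD over the plate average, tested at 20 µM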;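 further: 0% = DMSO alone and 100% = apelin-13 at 10 nM; some results filed as inactive read as strong as hits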
#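 Assay system: CHO-K1 APJ beta-arrestin complementation cell line / Compound: single test compound dose, 20 µM final, 1% DMSO / Times: overnight seeding, 90 min compound at 25 °C, 1 h detection / Technique: beta-gal luminescence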
# tim23-1 inh: growth inhibitors of tim23-1 mutant yeast. inhibition, % at 20 µM. actives 1.3% (n = 330,000). S. cerevisiae tim23-1 growth, BacTiter-Glo luminescence, 24 h;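 active means growth inhibition of the mutant yeast at or above 50%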;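 further: temperature-sensitive mutant grown at 25 °C; plate controls were DMSO-treated mutant yeast for no effect and medium wells lacking yeast for full effect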
# 697 NFkB inh: lowers PMA/ionomycin-induced NF-kB signal in 697 B cells | actives 0.33% (n = 330,000) | inhibition, % at 4 µM | 697 B-cell NF-kB luciferase reporter, 16 h; in the data active means inhibition above about 35%
# APJ antag: APJ receptor antagonism; CHO-K1 APJ beta-arrestin complementation, luminescence; inhibition, % at 20 µM; actives 0.32% (n = 330,000); P35414;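 active means inhibition above about 40% at 20 µM, limit read from the data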;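 further: cells challenged with 10 nM apelin-13 agonist together with compound; plate controls were apelin-13 plus DMSO wells for no effect and DMSO wells lacking apelin-13 for full effect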
# CHOP UPR activ: activators of apoptotic arm of unfolded protein response (CHOP); CHO-CHOP luciferase reporter, UPR activation, luminescence; percent of tunicamycin response over DMSO baseline; AID 449763; actives 0.34% (n = 330,000); activation, % at 10 µM;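 active means at 10 µM dose, activation of 40% or more, normalized to positive control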;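 further: 100% = tunicamycin at 10 µg/mL and 0% = DMSO alone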
#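 System: CHO CHOP reporter cells. Amount: 500 cells per well. Buffer or medium: F12 medium, 10% FBS. Compound dosing: one dose, 10 µM in 0.5% DMSO. Incubation: 6 h compound exposure at 37 °C after overnight seeding. Technique: Steady-Glo luciferase luminescence. Benchmarks: tunicamycin and DMSO controls.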
# Mdm2 MdmX PPI: human Mdm2/MdmX binding inhibition; SaOS-2 split-luciferase Mdm2/MdmX complementation, luminescence; inhibition, % at 8 µM; actives 3% (n = 330,000); AID 485346;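 active means inhibition of at least 50% at 8 µM in the primary screen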
# Target sequence (O15151 whole entry, looked up): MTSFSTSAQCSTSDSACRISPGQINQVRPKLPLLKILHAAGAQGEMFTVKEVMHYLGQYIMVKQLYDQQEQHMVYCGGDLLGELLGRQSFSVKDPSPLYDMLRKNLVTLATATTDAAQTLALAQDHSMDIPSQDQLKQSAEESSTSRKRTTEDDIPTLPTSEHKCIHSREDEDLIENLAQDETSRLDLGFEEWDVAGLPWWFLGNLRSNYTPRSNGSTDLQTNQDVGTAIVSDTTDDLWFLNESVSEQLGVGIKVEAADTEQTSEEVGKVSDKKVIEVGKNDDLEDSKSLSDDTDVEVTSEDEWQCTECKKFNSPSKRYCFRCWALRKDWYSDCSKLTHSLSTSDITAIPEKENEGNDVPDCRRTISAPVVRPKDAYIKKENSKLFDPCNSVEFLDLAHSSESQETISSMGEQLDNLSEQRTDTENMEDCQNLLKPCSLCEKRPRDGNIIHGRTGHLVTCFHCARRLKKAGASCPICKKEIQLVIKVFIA
# Target sequence (Q00987 whole entry, looked up): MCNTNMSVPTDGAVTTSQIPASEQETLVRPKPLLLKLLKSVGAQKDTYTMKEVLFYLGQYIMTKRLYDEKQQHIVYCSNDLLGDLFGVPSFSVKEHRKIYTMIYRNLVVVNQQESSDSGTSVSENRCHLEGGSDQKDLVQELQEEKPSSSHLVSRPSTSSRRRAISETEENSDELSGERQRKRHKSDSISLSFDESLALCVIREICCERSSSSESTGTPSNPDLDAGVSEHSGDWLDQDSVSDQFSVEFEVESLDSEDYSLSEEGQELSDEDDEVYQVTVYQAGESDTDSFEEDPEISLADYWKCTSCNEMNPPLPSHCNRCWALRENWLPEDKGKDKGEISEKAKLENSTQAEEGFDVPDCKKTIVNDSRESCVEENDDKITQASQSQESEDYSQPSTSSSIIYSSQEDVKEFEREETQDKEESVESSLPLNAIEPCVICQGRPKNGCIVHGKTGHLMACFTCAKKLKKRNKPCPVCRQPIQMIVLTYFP
# * = called active by the depositor; nt = no result given. Compounds as they come (roughly 5% active in at least one column).
SMILES,UPR XBP1 act,Jurkat NFkB inh,APJ ag,tim23-1 inh,697 NFkB inh,APJ antag,CHOP UPR activ,Mdm2 MdmX PPI
Cc1cc(Nc2ccc(Br)c(C)c2)n2nc(C)nc2n1,6,11,-2,18,6,2,-1.1,20
Cc1cccc(C(=O)NC(C(=O)Nc2cccc(S(=O)(=O)N3CCCC3)c2)C(C)C)c1 (stereo not given),-2,16,-4,18,-4,11,1.1,9
COCCn1nnnc1CN1CCC(NC(=O)c2ccc(Br)cc2)CC1,-1,-8,0,4,0,10,0.1,10
CC(=O)c1cccc(NC(=O)CC2S/C(=N/N=C3CCCCCC3)NC2=O)c1 (stereo not given),-6,2,0,5,8,23,2.0,-9
COc1ccc(-n2nc(C(=O)Nc3ccc4c(c3)OCO4)c3ccccc3c2=O)cc1,-2,-18,-3,7,-3,9,-0.2,33
COc1ccc(N2C(=O)CC(c3ccccc3)C2=O)cc1 (stereo not given),0,17,-6,2,7,18,-0.2,21
COc1ccccc1NS(=O)(=O)c1cc(C(=O)N2CCCC2)ccc1F,-2,6,-5,14,7,16,-1.3,20
c1ccc(CNc2c(-c3cccc(SC4CCCCC4)c3)nc3ccccn23)cc1,-7,-15,12,26,-19,-22,13,71*
Cc1ccc(CSCCNS(=O)(=O)c2ccccc2)cc1,-5,21,-3,31,3,7,-0.2,0
Oc1ccccc1CNCCCN1CCOCC1,-1,4,-2,-15,-5,4,0.2,-5
CC(C)(C)NC(=O)c1ccc(COc2ccc(Cl)cc2Cl)o1,5,-15,-3,34,-25,-3,-0.8,-12
COc1ccccc1-c1nc(C(N)=O)c2[nH]c(=O)n(-c3cccc(C)c3)c2n1,6,2,-3,11,-1,22,-1.6,14
CCCCNC(=S)N1CCC(Cc2ccccc2)CC1,-3,-5,4,32,-25,4,0.8,13
N#Cc1ccc(C23CC4(C2)[C@H](CN(P(=O)(c2ccccc2)c2ccccc2)[C@@H]4c2ccccc2)C3c2ccc(Cl)nc2)cc1 (stereo not given in full),3,27,-2,15,22,4,22,56*
O=C(c1ccccc1F)N1CCN(c2ccc([N+](=O)[O-])c3cccnc23)CC1,-1,-8,6,24,0,-5,0.7,-1
O=C(c1cc(-c2cccc(Cl)c2)on1)N1CCN(c2ccccc2)CC1,1,-4,-3,20,4,24,2.4,1
O=C(NCC12CC3CC(CC(C3)C1)C2)c1nn2cccnc2c1Cl,-1,4,-5,39,-1,7,0.8,37
COc1ccc(-c2cc(C(F)(F)F)n3ncc(C(=O)N4CCc5ccccc5C4)c3n2)cc1,6,-7,-3,38,13,1,0.0,54*
Cc1cccc(NC(=O)c2ccc(S(=O)(=O)N3CCCCCC3)cc2)n1,-2,-17,0,23,10,6,0.1,7
Cc1c(C(C)(C)O)[nH]c2ccc(C(F)(F)F)cc12,2,0,-1,35,-48,-59,3.3,-1
COc1ccc(C)cc1S(=O)(=O)N1CCC(C(=O)NC2CCCC2)CC1,-3,3,-1,3,-1,17,2.6,-9
COC(=O)c1ccc2c(=O)n(CCCCCC(=O)NC(C)C)c(=O)[nH]c2c1,-2,-8,0,13,11,-2,-1.8,8
COc1ccc(NC(=O)Nc2ccc(C(=O)N3CCOCC3)cc2)cc1,-3,-10,-3,1,22,3,-1.8,6
Cc1ccc(N(C(=O)Cc2cccs2)C(C(=O)NCC2CCCO2)c2ccncc2)cc1 (stereo not given),0,-18,1,14,-21,-34,1.5,-10
O=C(NCC(c1cccnc1)N1CCN(c2ccc(F)cc2)CC1)c1ccc(F)cc1 (stereo not given),7,10,-4,-7,7,3,-1.8,-10

# An excerpt from above in order of their number in 697 NFkB inh, lowest first.
smiles	697 NFkB inh
CC(=O)c1cccc(NC(=O)CC2S/C(=N/N=C3CCCCCC3)NC2=O)c1 (stereo not given)	8
COC(=O)c1ccc2c(=O)n(CCCCCC(=O)NC(C)C)c(=O)[nH]c2c1	11
N#Cc1ccc(C23CC4(C2)[C@H](CN(P(=O)(c2ccccc2)c2ccccc2)[C@@H]4c2ccccc2)C3c2ccc(Cl)nc2)cc1 (stereo not given in full)	22

# Additional compounds
SMILES,UPR XBP1 act,Jurkat NFkB inh,APJ ag,tim23-1 inh,697 NFkB inh,APJ antag,CHOP UPR activ,Mdm2 MdmX PPI
CCn1c(O)c(/C=C/C=C/C=Nc2ccccc2)sc1=S,-3,-19,-2,13,11,-21,2.7,-17
O=C(O)c1ccc(-c2nc(-c3ccccc3)c(-c3cccs3)[nH]2)cc1,-2,0,1,20,26,17,-0.7,8
Clc1ccc(N/N=C/c2ccncc2)cc1Cl,1,-64,5,2,-18,-58,3.6,-62
N#Cc1cnc(Sc2ccccc2)nc1,0,7,3,10,0,2,1.8,-1
Cc1nn(C)c(Oc2cccc(Cl)c2)c1C=O,3,8,-1,16,-7,12,0.8,8
CCN(CC)CCn1cnc2c1c(=O)[nH]c(=O)n2Cc1ccccc1,-6,-3,-2,4,10,12,1.3,14
Cc1cc(C)nc(SCc2nnc(SCC(=O)Nc3nc(-c4ccccc4)cs3)n2C)n1,-3,-7,-2,5,-5,12,4.4,-15
Cc1ccc(N(C)S(=O)(=O)c2cccc(C(=O)NNC(=O)c3ccncc3)c2)cc1,0,4,-1,-7,0,1,-0.1,21
Cc1cccc(NC(=O)CSc2nnc(CNC(=O)c3cccs3)o2)c1C,-2,-3,-6,13,-10,5,-0.3,1
Cc1ccc(NC(=S)N(CCCN2CCOCC2)Cc2ccccn2)cc1,-1,-5,-3,7,-11,17,-0.1,12
CC(C)Cc1[nH]c(=O)c(C#N)c2c1COC(C)(C)C2,-1,4,-2,-1,11,24,-0.7,15
Cc1ccc(S(=O)(=O)N2CCCCC2)cc1NS(=O)(=O)c1ccccc1F,-1,-2,-5,16,5,5,-0.4,1
OC(COCC1COc2ccccc2O1)CN1CCN(c2ccccn2)CC1 (stereo not given),-4,-11,-8,13,20,9,-1.4,-4
CCOC(=O)c1ccccc1-c1csc(NS(=O)(=O)c2ccc(Cl)cc2)n1,-1,-6,11,20,-21,7,-1.0,13
CCOC(=O)/C(C#N)=C/c1ccc(N2CCN(C)CC2)cc1,3,-2,-1,15,-53,2,4.1,-8
C[C@]12c3[nH]c4ccc(Cl)cc4c3CCN1C(=O)[C@@H](CC(=O)NCCCn1ccnc1)C[C@@H]2C(=O)N1CCOCC1,0,nt,nt,28,9,nt,2.1,4
N/C(=N\OC(=O)Nc1ccc(Cl)cc1)c1ncc(C(F)(F)F)cc1Cl,4,-7,5,75*,7,-26,4.5,27
CCN(c1cccc(C)c1)S(=O)(=O)c1nnc(NC(=O)c2ccco2)s1,-1,-13,4,36,-62,4,-0.1,-22
CCN(C[C@H]1N[C@@](CC)(C(=O)OC)[C@H]2C(=O)N(C)C(=O)[C@@H]12)C(=O)c1ccccc1,0,-6,1,0,-14,15,-0.8,-48
Cc1ccc(N(C(=O)c2csnn2)C(C(=O)NC2CCCC2)c2ccccn2)cc1 (stereo not given),-2,-8,-3,2,-2,17,-0.7,-2
COc1ccc(-c2[nH]ncc2CN2CCCC(C(=O)c3ccc(OC)cc3OC)C2)cc1 (stereo not given),-3,2,-3,3,6,-7,-1.8,31
COc1ccc(C)cc1S(=O)(=O)Nc1cccc(-c2cn3cccnc3n2)c1,4,11,10,11,4,-34,-1.7,15
NC(=O)N/N=C/c1coc2ccc3ccccc3c2c1=O,2,-8,4,-3,0,-8,1.9,11
Cc1ccc(C(CNS(=O)(=O)c2ccc(F)cc2)N2CCN(C)CC2)cc1 (stereo not given),0,-6,10,-13,8,15,0.4,6
CC(Sc1nnc(Cc2ccccc2)o1)C(=O)Nc1ccccc1[N+](=O)[O-] (stereo not given),-1,-5,-3,-2,12,-11,-1.0,4

# Single records, as listed above. Order of values: UPR XBP1 act	Jurkat NFkB inh	APJ ag	tim23-1 inh	697 NFkB inh	APJ antag	CHOP UPR activ	Mdm2 MdmX PPI
# `CCCCNC(=S)N1CCC(Cc2ccccc2)CC1` reads -3	-5	4	32	-25	4	0.8	13
# `COc1ccccc1NS(=O)(=O)c1cc(C(=O)N2CCCC2)ccc1F` reads -2	6	-5	14	7	16	-1.3	20
# `Cc1ccc(N(C(=O)c2csnn2)C(C(=O)NC2CCCC2)c2ccccn2)cc1` (stereo not given) reads -2	-8	-3	2	-2	17	-0.7	-2
# `Cc1cccc(NC(=O)c2ccc(S(=O)(=O)N3CCCCCC3)cc2)n1` reads -2	-17	0	23	10	6	0.1	7
# `Cc1nn(C)c(Oc2cccc(Cl)c2)c1C=O` reads 3	8	-1	16	-7	12	0.8	8

# (further entries)
SMILES,UPR XBP1 act,Jurkat NFkB inh,APJ ag,tim23-1 inh,697 NFkB inh,APJ antag,CHOP UPR activ,Mdm2 MdmX PPI
CC(C)N(Cc1ccccc1)C(=O)Cn1c(=O)cnc2ccccc21,2,-5,-5,14,21,4,-1.2,-3
O=C(NCc1ccco1)c1ccccc1-c1ccccc1,-2,-5,-3,11,1,-2,-0.9,10
Cc1cc(=O)oc(C)c1C(=O)NCCCN1C(C)CCCC1C (stereo not given),2,-8,-5,2,14,11,0.1,13
COc1ccc(C(=O)NCC(=O)OCCCOC(=O)CNC(=O)c2ccc(OC)c(OC)c2)cc1OC,-1,15,2,-5,8,4,-2.7,15
CCCCNc1nc2c(-c3ccccc3)nnn2c2ccccc12,0,-12,-7,-7,5,-21,-0.8,6
C[C@@H]1CCC[C@]2(O[C@H](CCO)C[C@H](O)[C@H]2O)O1,1,16,11,15,17,11,0.8,2
COCCn1c(-c2ccccc2Cl)nc2c(c(=O)c3ccccc3n2C)c1=O,0,15,-3,19,-3,12,-1.6,7
COc1cccc(C(=O)NC2CCN(CC(=O)NCc3ccccc3OC)CC2)c1,3,-4,-3,-3,-5,3,-1.1,-22
Oc1ccc(NCc2cccc(OCc3ccccc3)c2)cc1,4,-14,3,30,-25,-26,0.9,1
CCCCNC(=O)CNC(=S)N(Cc1ccccc1)Cc1cccs1,-2,-10,-2,14,-20,3,-0.4,-35
C=CCN1C=C2C(=O)C(C)(OC(=O)c3cccs3)C(=O)C=C2C=C1CCCC(=O)OC (stereo not given),1,5,23,14,-8,-74,0.8,3
O=C(CC(c1ccccc1)c1ccccc1O)NCCc1ccccc1 (stereo not given),-2,-2,0,13,9,-2,2.4,-9
O=C1CN2NC(=S)N(c3ccccc3)C2=CN1c1ccc(Cl)cc1,-1,-11,0,22,2,12,-3.0,6
c1csc(-c2noc(CN3CCOCC3)n2)c1,-2,-5,5,-4,-14,2,1.6,-5
O=C(Nc1ccc(Cl)cc1)NC1CCCC1Cc1ccco1 (stereo not given),-1,-14,6,26,1,-5,2.0,5
CC(OC(=O)/C=C/c1ccc(Br)cc1)C(=O)N1CCOCC1 (stereo not given),0,9,-2,3,9,17,1.9,-7
CCOC(=O)CN1C(=O)C(O)(CC(=O)c2ccco2)c2ccccc21 (stereo not given),-3,-18,0,-6,16,-18,1.1,-10
O=C1CC(=O)N(c2ccccc2)N1c1ccccc1,-1,22,0,18,10,0,-0.9,9
Cc1nc(SCC(=O)N2c3ccccc3NC(=O)CC2C)c2c(C)c(C)sc2n1 (stereo not given),1,8,16,20,6,11,1.4,15
COc1ccc(NC(=O)c2ccc(OCC3CCCO3)cc2)cc1Cl (stereo not given),-3,-71,-5,11,-60,-2,3.4,-7
O=C(O/N=C/C1=C(Cl)c2ccccc2CC1)c1ccc(F)cc1,0,-8,-6,-23,2,-17,4.6,20
CCOC(=O)c1c(C)n(C)c2cc(Br)c(C)cc12,5,3,-4,17,18,-5,1.3,3
